# Bioassay records as filed in PubChem BioAssay.
# LRH-1 inv ag: NR5A2 inverse agonism in reporter assay; HEK293T StAR-luciferase reporter, LRH-1 transfected, 24 h; 0.13% of 360,000 active; inhibition, % at 3.6 µM; O00482; AID 602396;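 active means inhibition above the mean inhibition of all tested compounds plus 3 SD, cut at about 73% in these data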;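 further: 0% = DMSO wells and 100% = reporter-only cells lacking LRH-1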
# NCOA3 inh: inhibits human SRC3 coactivator; Q9Y6Q9; HEK293 GAL4-SRC3 luciferase reporter, luminescence; inhibition, % at 3.6 µM; 0.17% of 360,000 active; AID 588352;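 active means inhibition above a per-campaign cutoff, the mean of all compounds plus 3 SD, cut at about 60% in these data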;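 further: 0% = DMSO-treated cells and 100% = gossypol-treated cells at 36 µM; higher means less SRC3-driven luciferase light from the GAL4 reporter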
# KKLEB tox: counter-screen for CF NF-kB inhibitors: cytotoxicity | KKLEB CF airway cells viability, ATPlite luminescence, overnight; hits give low values; cells stimulated with P. aeruginosa culture filtrate | activity change (cytotoxicity), % at 5 µM | 0.36% of 360,000 active | AID 602141;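 active means corrected activity change at or below -50% at 5 µM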
# NCOA2 inhibitor: inhibits human steroid receptor coactivator 2. HEK293 GAL4-SRC2 luciferase reporter, luminescence. Q15596. 0.17% of 370,000 active. inhibition, % at 9 µM. AID 651957;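 active means inhibition above the mean inhibition of all tested compounds plus 3 SD, set per campaign, cut at about 52% in these data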;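 further: 0% = DMSO treated cells and 100% = cells given Gossypol at 36 µM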
# Target sequence (Q15596 whole entry, looked up, the tested form may be a part): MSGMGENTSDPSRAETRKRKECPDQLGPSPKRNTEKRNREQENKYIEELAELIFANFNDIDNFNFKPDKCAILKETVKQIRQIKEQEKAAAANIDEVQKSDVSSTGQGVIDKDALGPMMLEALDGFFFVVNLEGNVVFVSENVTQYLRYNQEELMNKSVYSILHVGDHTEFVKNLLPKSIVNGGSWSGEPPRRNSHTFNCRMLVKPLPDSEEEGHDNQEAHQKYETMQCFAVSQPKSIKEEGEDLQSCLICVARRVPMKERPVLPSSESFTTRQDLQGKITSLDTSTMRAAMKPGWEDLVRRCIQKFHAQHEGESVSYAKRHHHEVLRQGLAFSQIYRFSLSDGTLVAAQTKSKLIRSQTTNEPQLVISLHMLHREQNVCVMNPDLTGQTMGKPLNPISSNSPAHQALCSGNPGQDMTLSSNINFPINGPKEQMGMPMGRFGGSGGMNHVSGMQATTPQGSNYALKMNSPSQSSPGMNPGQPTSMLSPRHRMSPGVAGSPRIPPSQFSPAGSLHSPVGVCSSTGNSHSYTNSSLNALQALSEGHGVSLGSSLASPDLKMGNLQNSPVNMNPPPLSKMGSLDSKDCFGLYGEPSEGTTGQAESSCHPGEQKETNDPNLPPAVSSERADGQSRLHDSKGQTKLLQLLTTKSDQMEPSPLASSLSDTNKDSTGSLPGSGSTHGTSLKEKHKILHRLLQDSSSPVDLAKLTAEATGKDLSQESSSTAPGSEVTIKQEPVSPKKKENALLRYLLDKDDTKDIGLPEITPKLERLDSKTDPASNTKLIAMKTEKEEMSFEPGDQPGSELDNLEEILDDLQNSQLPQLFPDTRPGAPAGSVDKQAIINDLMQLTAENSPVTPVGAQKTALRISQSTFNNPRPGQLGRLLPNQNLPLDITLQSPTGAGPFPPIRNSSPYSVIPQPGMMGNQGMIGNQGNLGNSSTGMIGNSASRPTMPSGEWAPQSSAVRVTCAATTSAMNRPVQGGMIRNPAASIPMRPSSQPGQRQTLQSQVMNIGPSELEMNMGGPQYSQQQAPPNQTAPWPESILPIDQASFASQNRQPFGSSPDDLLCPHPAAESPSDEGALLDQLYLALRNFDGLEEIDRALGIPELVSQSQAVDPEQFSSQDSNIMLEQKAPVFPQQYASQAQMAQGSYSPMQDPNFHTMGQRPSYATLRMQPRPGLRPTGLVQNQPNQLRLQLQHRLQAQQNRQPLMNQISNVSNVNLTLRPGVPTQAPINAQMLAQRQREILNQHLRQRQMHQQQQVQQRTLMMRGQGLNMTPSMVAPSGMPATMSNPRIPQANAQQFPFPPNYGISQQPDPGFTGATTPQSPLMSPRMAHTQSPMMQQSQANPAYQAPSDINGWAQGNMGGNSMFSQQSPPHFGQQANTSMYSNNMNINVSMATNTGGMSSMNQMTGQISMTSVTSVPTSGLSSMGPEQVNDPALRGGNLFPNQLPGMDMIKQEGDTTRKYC
# TRAIL sens C8: caspase-8 TRAIL sensitization. inhibition (viability loss, TRAIL sensitization), % at 10 µM. 1% of 360,000 active. NB7+C8 cells + TRAIL, ATPlite viability luminescence;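 active means compounds causing at least 50% loss of cell viability in the single-dose screen, relative to plate controls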
# CF NFkB inh: blocks PAF-induced NF-kB reporter in cystic fibrosis cells; 0.86% of 360,000 active; inhibition, % at 5 µM; AID 588850; KKLEB NF-kB-GFP reporter, GFP fluorescence overnight;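 active means at least 50% inhibition at 5 µM, scaled per plate between neutral and stimulator controls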;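 further: PAF is a Pseudomonas aeruginosa culture filtrate used as stimulus; plate controls were PAF-stimulated DMSO wells for no effect and unstimulated DMSO wells for full effect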
# SRC1 inh: human NCOA1 inhibition; 0.12% of 360,000 active; Q15788; inhibition, % at 3.6 µM; AID 588354; HEK293 GAL4-SRC1 luciferase reporter, luminescence;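 active means inhibition above the campaign mean plus 3 SD, with each screening campaign given its own cutoff, cut at about 60% in these data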;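 further: 0% = DMSO treated cells and 100% = gossypol at 36 µM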
# COUP-TFII inh: inhibitors of human COUP-TFII (NR2F2). P24468. HEK293T NGFI-A luciferase reporter, luminescence. inhibition, % at 8.6 µM. 0.7% of 370,000 active;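 active means inhibition above a per-plate cutoff, mean inhibition of test wells between control levels plus 3 SD, cut at about 38% in these data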;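 further: cells cotransfected with COUP-TFII expression vector driving the NGFI-A reporter; 0% = median of COUP-TF2 test wells and 100% = reporter-only cells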
# TROY NFkB inh: inhibitors of TROY-dependent NF-kB signaling; inhibition, % at 10 µM; 0.98% of 360,000 active; Q293 LMP1-TROYcd NF-kB luciferase reporter, 4 h;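 active means compounds whose plate-normalised and pattern-corrected inhibition of the luciferase reporter signal at the single screening dose is 50% or more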
# TWEAK Fn14 block: inhibitors of TWEAK-Fn14 interaction signaling. TWEAK-stimulated Fn14 reporter cells, luciferase luminescence, 8 h. 2% of 360,000 active. AID 1159606. inhibition, % at 10 µM; in the data active means inhibition above about 50%
# LMP1 NFkB inh: reduces LMP1-driven NF-kappaB luciferase signal. LMP1-induced NF-kappaB luciferase reporter cells, luminescence. inhibition, % at 12.5 µM. 0.69% of 350,000 active. AID 504558; in the data active means inhibition above about 41%;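 further: 0% = neutral control wells and 100% = reference inhibitor control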
# Starred values were filed as active, the others as inactive; . = no result given.
# Values run as follows: LRH-1 inv ag	NCOA3 inh	KKLEB tox	NCOA2 inhibitor	TRAIL sens C8	CF NFkB inh	SRC1 inh	COUP-TFII inh	TROY NFkB inh	TWEAK Fn14 block	LMP1 NFkB inh
(1) NC(=O)NC(=O)COC(=O)c1cccc(NS(=O)(=O)/C=C/c2ccccc2)c1
 : -6	6	7	3	6	2	19	-1	9	17	9
(2) COC(=O)c1ccccc1NC(=O)NCc1ccccc1
 : -8	22	6	-17	11	-5	-2	1	-13	-6	0
(3) COc1ccccc1CN(C)C[C@H]1OCc2cnnn2CCCC(=O)N([C@H](C)CO)C[C@@H]1C
 : 27	-4	-16	12	-1	19	0	-1	2	23	-2
(4) COc1cccc(-c2coc3cc4oc(=O)c(CC(=O)O)c(C)c4cc23)c1
 : -2	-16	-2	-21	-1	-8	-6	12	-34	4	0
(5) COc1ccc(-n2c(CSc3nc(C)cc(C)n3)nnc2SCC(=O)Nc2nccs2)cc1
 : -23	0	-8	-3	6	11	-22	5	18	-4	-7
(6) Cc1ccc(C(=O)CC(=O)c2cc(Cl)ccc2O)cc1
 : -98	-88	4	-21	18	-6	-67	-55	-41	18	-4
(7) COc1cc(CNC(=O)Nc2cccn3nc(COCCO)nc23)cc(OC)c1OC
 : 6	12	-8	12	-15	-24	-11	2	1	-16	.
(8) C#CCOCCOCCOCCNc1nc(N2CCN(C(=O)Cn3cc(CCO)nn3)CC2)nc(N2CCN(C(=O)[C@H](C(C)C)n3cc(CCO)nn3)CC2)n1
 : -1	-13	9	-8	7	-11	-10	15	9	2	-1
(9) O=C(Nc1ccc(N2CCOCC2)nc1)c1ccc(F)cc1
 : -24	-46	0	-24	15	9	-18	-45	-18	-21	-10
(10) COc1ccc(CCNC(=O)NS(=O)(=O)c2ccc(C)cc2)cc1OC
 : 2	-1	5	-3	-16	2	6	-22	-8	-4	5
(11) CCOc1ccc(C(C)=O)cc1COc1ccc(C)nc1[N+](=O)[O-]
 : 20	12	-1	-4	-22	-25	-8	4	-40	-27	-7
(12) O=C(c1cccc(F)c1)N1CCN(c2cccc(C(F)(F)F)c2)CC1
 : -31	-12	-4	12	7	13	-2	-1	-11	0	-1
(13) CCOC(=O)Cc1nnc(NC(=O)c2ccccc2OC)s1
 : -18	-9	10	-28	2	-3	-8	-6	-27	-52	-8
(14) Cc1ccc(C)c(Cn2nc(-c3cc(C)ccc3C)ccc2=O)c1
 : -5	2	2	5	6	15	9	12	6	-1	-9
(15) CCN(c1ccccc1)S(=O)(=O)c1cccc(C(=O)NCC(c2ccc(F)cc2)N2CCOCC2)c1 (configuration not stated)
 : 1	8	11	24	-7	11	-8	3	7	14	-4
(16) O=C(CN(Cc1ccco1)C(=O)c1ccc([N+](=O)[O-])cc1)Nc1ccccc1C(F)(F)F
 : 9	-6	-10	-7	-7	-2	-1	-10	-22	3	-3
(17) CCSC(=S)c1c(C)[nH]n(-c2ccccc2)c1=O
 : -17	10	11	14	36	9	-3	6	-3	-6	1
(18) CCCC(C)NC(=O)COC(=O)c1ccc2c(c1)C(=O)N(Cc1ccco1)C2=O (configuration not stated)
 : -24	1	-9	-16	8	12	-5	-7	-17	-12	3
(19) C=CC(O)Cc1c(C)n[nH]c1C (configuration not stated)
 : 2	4	0	11	3	10	-2	1	7	-2	-2
(20) COc1ccc(CC(=O)N(CCC2=CCCCC2)c2c(N)n(Cc3ccccc3)c(=O)[nH]c2=O)cc1OC
 : -14	-4	-4	-1	-4	1	-12	-8	-4	7	10

# 2 entries from above, set out differently.
3: COc1ccccc1CN(C)C[C@H]1OCc2cnnn2CCCC(=O)N([C@H](C)CO)C[C@@H]1C
4: COc1cccc(-c2coc3cc4oc(=O)c(CC(=O)O)c(C)c4cc23)c1

Compound	3	4
LRH-1 inv ag	27	-2
NCOA3 inh	-4	-16
KKLEB tox	-16	-2
NCOA2 inhibitor	12	-21
TRAIL sens C8	-1	-1
CF NFkB inh	19	-8
SRC1 inh	0	-6
COUP-TFII inh	-1	12
TROY NFkB inh	2	-34
TWEAK Fn14 block	23	4
LMP1 NFkB inh	-2	0

# Remaining list, next part
# Values run as follows: LRH-1 inv ag	NCOA3 inh	KKLEB tox	NCOA2 inhibitor	TRAIL sens C8	CF NFkB inh	SRC1 inh	COUP-TFII inh	TROY NFkB inh	TWEAK Fn14 block	LMP1 NFkB inh
(21) CSc1nc(-c2ccco2)nn1C(=O)c1ccco1
 : -1	4	0	-5	7	-10	-30	-5	-3	44	-6
(22) COc1cccc(OCC(=O)Nc2ccccc2NC(C)=O)c1
 : 6	8	4	-1	-8	4	-4	5	-3	12	6
(23) COc1ccc(N2CC(C(=O)Nc3ccccc3N3CCCC3)CC2=O)c(OC)c1 (configuration not stated)
 : -3	7	-6	-3	4	11	-9	0	5	20	-6
(24) COC(=O)CSc1ncnc2c(C)csc12
 : -1	11	-1	11	-2	13	22	4	-29	3	-6
(25) CC(C)CN1C(=O)c2ccccc2C1(O)Cc1ccccc1 (configuration not stated)
 : -4	12	-4	-16	0	12	-5	6	-4	0	-1
(26) COc1ccccc1NC(=O)Cn1cncc1-c1ccc([N+](=O)[O-])cc1
 : 3	16	9	-13	-10	-22	9	-13	-7	-27	-20
(27) COc1ccc(C(=O)O/N=C(/c2cccs2)C(C)(C)C)cc1
 : 6	2	4	-4	0	4	15	-2	-23	-28	-2
(28) O=C(Nc1ccc(N2CCCCCC2)cc1)c1ccc[nH]1
 : -146	-107	-6	-48	44	7	-122	-16	1	3	-25
(29) Cc1noc(C)c1C(=O)Nc1ccc2c(c1)CCC2
 : -11	3	11	-25	-1	-13	0	-10	-2	-1	2
(30) Cn1cc(Cc2ccc(C(=O)N3CCCCC3)cn2)c2ccccc21
 : 15	-29	-22	-18	-1	-2	-1	-9	-11	-2	.
(31) O=C(O)CCc1ccc(-c2cccs2)n1NC(=O)c1ccccc1Br
 : 3	-3	-7	-22	-5	4	8	14	7	-17	6
(32) Cc1ccccc1CSc1nccn1-c1ccccc1
 : 1	8	10	26	-2	-13	-1	14	-1	15	-1
(33) CCOc1ccc(-c2cc(C(=O)N3CCCC3)c3ccccc3n2)cc1
 : -36	-43	-24	.	64*	-12	-80	.	-43	-11	-13
(34) CCOC(=O)N1CCN(c2c(NCCCN(CC)c3cccc(C)c3)c(=O)c2=O)CC1
 : 0	-23	-2	23	-11	17	15	6	4	-1	4
(35) O=c1[nH]c2ccccc2c(O)c1O
 : 29	8	11	-36	-1	-13	-4	-9	39	22	-1
(36) C=CC[C@@]12C=C(OC)C(=O)C(OC)=C1O[C@H](c1ccc3c(c1)OCO3)[C@H]2C
 : -17	-14	-8	7	1	-15	1	-13	13	1	-4
(37) COc1ccc(NC(=O)CN(C)CC(=O)Nc2cccc(C(C)=O)c2)cc1
 : 16	-8	9	3	12	-12	13	5	-6	7	0
(38) COc1ccc(C(=O)Nc2cccc(S(=O)(=O)NC3=NCCCCC3)c2)cc1
 : -9	-34	9	23	5	-2	-3	5	-1	28	6
(39) CC(C)C[C@@H](CN1CCC[C@@H]1CN1C(=S)NC[C@@H]1Cc1ccc(O)cc1)N1C[C@H](Cc2ccc(O)cc2)N(CCc2ccccc2)C1=S
 : 10	15	-11	2	5	37	-25	23	11	10	.
(40) O=C(O)C1CCCCN1S(=O)(=O)c1cccc2nsnc12 (configuration not stated)
 : -11	-3	19	.	-5	-28	5	.	-2	13	6

# One compound at a time, from the list above.
# Profile of COc1ccc(C(=O)Nc2cccc(S(=O)(=O)NC3=NCCCCC3)c2)cc1 : LRH-1 inv ag = -9; NCOA3 inh = -34; KKLEB tox = 9; NCOA2 inhibitor = 23; TRAIL sens C8 = 5; CF NFkB inh = -2; SRC1 inh = -3; COUP-TFII inh = 5; TROY NFkB inh = -1; TWEAK Fn14 block = 28; LMP1 NFkB inh = 6
# Profile of C=CC(O)Cc1c(C)n[nH]c1C (configuration not stated) : LRH-1 inv ag = 2; NCOA3 inh = 4; KKLEB tox = 0; NCOA2 inhibitor = 11; TRAIL sens C8 = 3; CF NFkB inh = 10; SRC1 inh = -2; COUP-TFII inh = 1; TROY NFkB inh = 7; TWEAK Fn14 block = -2; LMP1 NFkB inh = -2
# Profile of C=CC[C@@]12C=C(OC)C(=O)C(OC)=C1O[C@H](c1ccc3c(c1)OCO3)[C@H]2C : LRH-1 inv ag = -17; NCOA3 inh = -14; KKLEB tox = -8; NCOA2 inhibitor = 7; TRAIL sens C8 = 1; CF NFkB inh = -15; SRC1 inh = 1; COUP-TFII inh = -13; TROY NFkB inh = 13; TWEAK Fn14 block = 1; LMP1 NFkB inh = -4

# Following part.
# Values run as follows: LRH-1 inv ag	NCOA3 inh	KKLEB tox	NCOA2 inhibitor	TRAIL sens C8	CF NFkB inh	SRC1 inh	COUP-TFII inh	TROY NFkB inh	TWEAK Fn14 block	LMP1 NFkB inh
(41) O=C(C1=C(O)C(=O)N(CCCn2ccnc2)C1c1cccc(Br)c1)c1ccco1 (configuration not stated)
 : 18	18	-4	-13	-5	4	5	-2	-7	24	-6
(42) Brc1ccc(CSc2ncn[nH]2)cc1
 : -20	-5	1	-16	9	-5	-5	-7	-17	-19	-18
(43) COCc1cc(C)nc(OCC(=O)N/N=C/c2ccc(O)cc2)c1C#N
 : -15	14	15	-14	-3	-21	-27	11	4	3	-4
(44) C/C(=C\C(=O)c1ccccc1)NNC(=O)c1ccc(Cl)cc1
 : -23	3	-5	-17	13	0	13	14	-3	9	15
(45) CCCn1nnc(NC(=O)c2ccc(Cl)cc2Cl)n1
 : -87	-65	4	-35	6	-6	-92	-37	-45	6	-16
(46) Cc1c(C(=O)N2CCN(Cc3ccccc3)CC2)oc2c1C(=O)CC(C)(C)C2
 : -12	11	0	-8	1	1	-6	-3	11	-8	1
(47) O=S1(=O)c2ccc(Br)cc2N2CCC[C@@H]2CN1Cc1ccccc1
 : 35	5	-10	17	14	32	5	11	24	15	12
(48) COc1ccc(OC)c(C2C(C(=O)c3ccco3)=C(O)C(=O)N2Cc2cccnc2)c1 (configuration not stated)
 : -2	-9	6	-12	-5	-11	-1	4	-21	1	3
(49) CC(=O)Cc1nsc(NC(=O)c2ccc(-c3ccccc3Cl)o2)n1
 : -18	-9	-12	-16	31	4	-26	-28	-21	2	11
(50) Cc1nc(SCc2ccc(F)cc2)c([N+](=O)[O-])[nH]1
 : -27	5	-5	-14	-11	10	0	-1	-38	1	2
(51) O=C(c1ccc(NS(=O)(=O)c2ccc3[nH]c(=O)[nH]c3c2)cc1)N1CCCC(C(F)(F)F)C1 (configuration not stated)
 : 29	4	14	-2	4	-10	-15	16	-15	-3	2

# Values in list order from the entries so far:
# NCOA3 inh, compounds 44–50 → 3, -65, 11, 5, -9, -9, 5
# LRH-1 inv ag, compounds 44–50 → -23, -87, -12, 35, -2, -18, -27
# LMP1 NFkB inh, compounds 44–50 → 15, -16, 1, 12, 3, 11, 2

# Individual results from the results shown:
# Under CF NFkB inh, entry 51 is listed with -10
# Under TWEAK Fn14 block, entry 45 is listed with 6
